# Compound activity from PubChem BioAssay.
# TCR CD3 inh = inhibitors of human TCR-CD3 interaction, primary screen, biochemical, fluorescence, TAMRA-labeled TCR probe. T-cell receptor (TCR). inhibition, % at 9.4 µM. actives 0.37% (n = 360,000). AID 651800, 2012; in the data active = inhibition above about 19%;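 also: recombinant mutant TCR 2C K166C tagged with TAMRA read by polarization; 0% = receptor in buffer alone and 100% = receptor with positive control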
# NPR2 activator = human GC-B receptor activators, primary screen, HEK293 GC-B cells, cGMP TR-FRET, EC30 CNP; Atrial natriuretic peptide receptor 2 (Homo sapiens), P20594; 0% at EC30 CNP, 100% saturating CNP; activation, % at 10 µM; actives 0.11% (n = 370,000); AID 1920062, 2024;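 active = activation at 10 µM reaching about 35% in either raw or pattern-adjusted values, limit read from the data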
# Target sequence (P20594 whole entry, looked up): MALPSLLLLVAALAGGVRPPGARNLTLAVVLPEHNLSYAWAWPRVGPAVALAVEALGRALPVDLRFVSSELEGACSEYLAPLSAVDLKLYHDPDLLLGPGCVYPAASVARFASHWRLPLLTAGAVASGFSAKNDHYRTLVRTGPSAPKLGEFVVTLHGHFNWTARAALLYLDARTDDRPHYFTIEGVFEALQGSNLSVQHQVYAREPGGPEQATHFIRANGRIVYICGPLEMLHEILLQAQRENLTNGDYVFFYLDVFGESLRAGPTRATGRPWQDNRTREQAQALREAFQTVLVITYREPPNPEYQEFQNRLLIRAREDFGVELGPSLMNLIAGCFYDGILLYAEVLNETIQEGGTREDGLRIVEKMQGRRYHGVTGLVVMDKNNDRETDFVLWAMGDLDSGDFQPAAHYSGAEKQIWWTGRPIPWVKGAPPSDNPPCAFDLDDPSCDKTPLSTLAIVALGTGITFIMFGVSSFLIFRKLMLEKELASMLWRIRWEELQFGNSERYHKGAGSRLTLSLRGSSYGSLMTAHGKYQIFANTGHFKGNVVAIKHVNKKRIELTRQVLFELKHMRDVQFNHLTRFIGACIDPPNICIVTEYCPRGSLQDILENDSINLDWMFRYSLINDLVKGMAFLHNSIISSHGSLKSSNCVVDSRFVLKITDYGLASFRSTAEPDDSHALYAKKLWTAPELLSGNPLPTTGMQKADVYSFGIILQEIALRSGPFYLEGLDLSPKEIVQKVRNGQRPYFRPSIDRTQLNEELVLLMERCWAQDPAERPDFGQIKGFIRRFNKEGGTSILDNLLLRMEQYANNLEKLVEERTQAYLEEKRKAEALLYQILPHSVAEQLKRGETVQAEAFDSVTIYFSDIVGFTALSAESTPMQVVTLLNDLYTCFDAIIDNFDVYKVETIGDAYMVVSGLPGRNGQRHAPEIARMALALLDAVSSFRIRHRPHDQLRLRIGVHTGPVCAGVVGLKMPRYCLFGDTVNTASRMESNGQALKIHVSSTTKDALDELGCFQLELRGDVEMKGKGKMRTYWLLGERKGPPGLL
# MBD2 inh = inhibitors of MBD2 binding to methylated DNA, primary screen, biochemical, TR-FRET, DNA-binding domain, human; Methyl-CpG-binding domain protein 2 (Homo sapiens), Q9UBB5; MBD2 binding to methylated oligonucleotide; inhibition, % at 4.4 µM; actives 0.31% (n = 370,000); in the data active = inhibition above about 13%
# SIAE inh = human SIAE inhibitors, primary screen, biochemical, fluorescence polarization, FP-Rh probe, 1536-well HTS; actives 0.69% (n = 370,000); inhibition, % at 9.66 µM; SIAE FP-Rh probe binding; Sialate O-acetylesterase (Homo sapiens), Q9HAT2;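 active = inhibition above a cutoff: mean of compounds within the control limits plus 3 SD of those, cut at about 17% in these data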;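 also: 0% = plate median of compound wells and 100% = probe without SIAE protein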
# HTRA1 inhibitor = HTRA1 serine protease inhibitors, primary screen, biochemical, fluorescence polarization, HTS; actives 0.5% (n = 340,000); inhibition, % at 5.96 µM; recombinant HTRA1, FP-rhodamine activity-based probe; in the data active = inhibition above about 36%;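 also: 0% = enzyme with DMSO and 100% = wells lacking enzyme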
# rCAG RNA binder = binders of r(CAG) RNA repeats, primary screen, biochemical, fluorescence. r(CAG) RNA repeat, TO-PRO-1 dye displacement fluorescence. inhibition, % at 3 µM. actives 1.3% (n = 370,000);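 active = inhibition above the plate cutoff, the mean of all test compounds on that plate plus 3 SD, cut at about 35% in these data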;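 also: 0% = DMSO alone and 100% = 100 µM mitoxantrone as full dye displacement; higher means more dye released from RNA so lower well fluorescence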
# TDP2 inh = human TDP2 enzyme inhibitors, primary screen, biochemical, epi absorbance, recombinant enzyme. Tyrosyl-DNA phosphodiesterase 2 (Homo sapiens), O95551. T5PNP hydrolysis, p-nitrophenol absorbance 415 nm. inhibition, % at 12.8 µM. actives 0.34% (n = 370,000);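 active = inhibition above the mean of all tested compounds plus 3 SD, set per campaign, cut at about 25% in these data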;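 also: 0% = DMSO with enzyme and 100% = buffer with substrate but no TDP2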
#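 Test system: human TDP2 enzyme; Input: 120 nM TDP2 per well; Buffer or medium: Mg2+-containing Tris-HCl buffer, pH 7.5; Reagent: 5 mM T5PNP; Dosing: 12.8 µM single point, 1% DMSO; Incubation: reaction 2 h, 37 °C; Detection: p-Nitrophenol epi absorbance; Read-out: % inhibition relative to enzyme-containing and enzyme-free wells; Replicates: single well per compound.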
# PRMT1 FP inh = PRMT1 methyltransferase inhibitors, primary screen, biochemical, fluorescence polarization; recombinant PRMT1, activity-based probe fluorescence polarization; inhibition, % at 2.79 µM; AID 652257, 2013; Protein arginine N-methyltransferase 1 (Homo sapiens), Q99873; actives 1.3% (n = 370,000);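 active = inhibition above about 21% made by adding two undisclosed values, limit read from the data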
# LEDGF integ inh = blockers of LEDGF/p75-dependent integrase strand transfer – biochemical, TR-FRET, high throughput, primary screen; HIV-1 integrase (with human LEDGF/p75); TR-FRET IN-LEDGF/p75 DNA integration, Eu/Cy5; inhibition, % at 3.7 µM; actives 0.64% (n = 370,000); AID 743269, 2014;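 active = inhibition above the screen-wide mean plus 3 SD, cut at about 13% in these data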;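 also: signal is the Cy5 over europium emission ratio at 671 and 618 nm; 0% = plate median of compound wells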
# mABHD4 FP = ABHD4 inhibitors, primary screen, biochemical, fluorescence polarization, mouse; (Lyso)-N-acylphosphatidylethanolamine lipase (Mus musculus), Q8VD66; purified mABHD4, FP-Rh probe fluorescence polarization; actives 0.54% (n = 370,000); inhibition, % at 8.92 µM; AID 720543, 2013;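 active = inhibition exceeding the mean over every tested compound plus 3 SD, cut at about 30% in these data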;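 also: 0% = plate median of compound wells and 100% = S159A mutant with DMSO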
#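 Test system: mABHD4 protein; Read-out basis: % inhibition; Incubation: 45 min + 60 min at 25 °C; Repeats: single replicate; Technique: fluorescence polarization with parallel and perpendicular emission, 525/598 nm; Compound: 8.92 µM, single dose; Benchmarks: full inhibition S159A mutant plus DMSO, zero as sample-well median.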
# The depositor's hits bear a star; x = not tested or not shown. The list is partial; the hit share may differ from the screen's.
Compound	TCR CD3 inh	NPR2 activator	MBD2 inh	SIAE inh	HTRA1 inhibitor	rCAG RNA binder	TDP2 inh	PRMT1 FP inh	LEDGF integ inh	mABHD4 FP
Cc1cc(C)nc(-n2ncc3c2CC(c2ccccc2)CC3=O)n1 (centres undefined)	2.3	6.3	2.7	3.4	-1.8	-3.8	-2.7	0.0	2.1	6.2
Cc1ccc(S(=O)(=O)NC2=NCN(CCN3CCOCC3)CN2)cc1	0.9	6.0	-0.2	0.2	3.0	0.6	3.4	1.9	22.4*	5.4
CCCCCCOc1ccc(C(CC(=O)O)C(N)=O)cc1 (centres undefined)	-5.5	0.7	1.4	6.2	-0.7	1.6	1.9	3.1	0.4	-9.8
O=C(c1ccc([N+](=O)[O-])cc1)N1CCc2ccccc2C1	9.9	-2.8	1.1	-2.3	3.0	-2.6	-7.9	-1.4	0.3	4.3
O=C(Cc1ccccc1)n1nc(-c2ccccc2)nc1NCc1ccco1	-3.1	-2.7	1.1	-9.6	-1.2	4.2	-2.5	0.5	3.7	-4.1
Cc1ccnc(NS(=O)(=O)c2cccs2)c1	4.0	-1.2	-1.8	-5.0	3.0	-0.4	-7.2	-0.1	-4.0	6.2
COc1ccc(C)cc1NC(=O)CNc1ccccc1CN(C)C1CCCCC1	2.4	-5.3	-0.6	-9.6	-9.1	-7.2	5.0	-1.3	-6.0	1.9
CC(C)(C)C(C(=O)NCc1ccccc1)N1CCN(CCN2CCOCC2)CC1 (centres undefined)	-5.8	-0.8	0.6	1.0	x	-0.8	-2.3	6.4	1.3	-12.0
COc1ccc(Br)cc1CN(C)C(=O)Cc1ccc(S(=O)(=O)N2CCOCC2)s1	2.1	-1.7	0.4	-5.5	-7.2	-1.2	2.8	-3.0	-0.2	5.6
Cc1cc(N2CCCCC2)ccc1[N+](=O)[O-]	-4.0	2.5	3.6	6.3	-5.5	2.5	-0.8	0.4	-1.9	6.3
O=C(c1ccccc1)n1ccc(-c2cnc(-c3ccccc3)s2)n1	-5.1	-1.3	1.8	1.8	16.6	3.6	-8.0	-0.7	0.2	-7.3
COc1ccc2c(C)cc(=O)[nH]c2c1	-0.7	1.9	7.5	-5.1	-0.2	-2.5	-3.3	1.7	1.6	-7.4
N#Cc1cc2c(=O)n3ccccc3nc2n(CCCN2CCOCC2)c1=O	3.9	0.6	-5.7	-2.0	2.4	0.9	-4.9	0.2	-4.2	-0.4
C(=N\Nc1nc2ccccc2s1)/c1ccc2c(c1)OCO2	-7.4	-0.8	3.1	2.1	3.1	15.8	9.1	0.3	0.2	10.8
CCOc1ccc(N2C(=O)C(C)CNC2=S)cc1 (centres undefined)	-8.7	-0.3	-0.1	5.3	5.5	0.4	6.6	3.6	-3.9	5.8
CN(C)CCCOC(=O)c1ccc(Cl)cc1Cl	8.3	-8.7	-1.3	-1.8	-5.2	-2.7	-8.4	-2.9	-0.3	6.7
CCCCn1nnnc1C(c1cc2ccccc2o1)N1CCN(CC(=O)NC(C)C)CC1 (centres undefined)	-4.8	-3.3	3.7	-0.5	x	-2.6	4.4	4.2	-1.8	3.1
Cc1cc(/C=C2/C(=O)NN(c3ccccc3)C2=O)c(C)n1-c1cccc(O)c1	-2.3	1.8	1.4	2.2	18.7	30.7	-9.8	3.8	1.9	8.8
O=C(NCC(=O)N1CCN(S(=O)(=O)c2cccs2)CC1)c1ccc(Cl)cc1	1.1	-1.0	1.0	2.3	8.4	-1.8	-4.6	-1.6	4.9	3.0
CC1Nc2nc(NC(=O)C(C)(C)C)[nH]c(=O)c2N(C)C1C (centres undefined)	2.0	3.0	1.4	1.9	5.5	-2.4	5.5	2.4	-0.2	6.5
Cc1cccc(C(=O)N/C(=C\c2ccco2)C(=O)N2CCCCCC2)c1	-13.6	-1.3	4.8	5.3	4.8	-3.0	0.7	6.8	2.8	15.2
Cc1ccc(NC(=O)c2ncn(CC(=O)NCc3ccc4c(c3)OCO4)n2)cc1C	-6.0	1.5	6.8	-2.2	-3.2	3.3	3.6	1.5	-4.7	1.3
COc1cc([N+](=O)[O-])ccc1NC(=O)NCCCN1CCCC1=O	0.5	-2.8	-9.4	4.9	3.0	0.5	-15.5	-1.1	3.3	0.8
Cc1nn(C)c(C)c1/C=N/O	-2.6	-0.7	-7.3	4.4	1.9	1.8	4.0	-0.8	0.7	1.5
COc1ccc(-c2csc(NC(=O)c3ccccc3F)c2C(=O)O)cc1	0.8	2.2	5.8	0.5	-0.9	48.1*	-4.5	6.4	15.2*	-8.8
COC(=O)c1sc(OC)cc1OCc1ccc(C)cc1	-0.6	-5.1	1.3	1.6	-1.6	-2.3	10.3	-0.3	0.2	-5.3
CN(C)C(=O)CCc1nc(-c2ccc(C(C)(C)C)cc2)no1	0.6	-3.2	3.2	-4.7	-1.2	-7.4	-7.8	-1.1	-0.6	-13.4
C/C(CC(=O)Nc1ccc(N(C)C)cc1)=N\NC(=O)c1ccccn1	1.8	-12.7	-7.3	8.3	16.9	3.8	7.8	2.5	-3.4	7.8
CCCSc1nnc(NC(=O)Nc2ccc(C)cc2)s1	-0.2	3.7	2.7	4.9	x	24.2	1.0	-2.7	2.7	4.7
O=C(CCN1C(=O)/C(=C/c2ccccc2F)SC1=S)NCCc1ccc(O)cc1	1.1	-1.2	-5.5	0.0	-2.4	11.2	12.2	2.4	1.0	-10.8

# LEDGF integ inh, entries above that show a hit.
Compound,TCR CD3 inh,NPR2 activator,MBD2 inh,SIAE inh,HTRA1 inhibitor,TDP2 inh,PRMT1 FP inh,LEDGF integ inh,mABHD4 FP
Cc1ccc(S(=O)(=O)NC2=NCN(CCN3CCOCC3)CN2)cc1,0.9,6.0,-0.2,0.2,3.0,3.4,1.9,22.4*,5.4
COc1ccc(-c2csc(NC(=O)c3ccccc3F)c2C(=O)O)cc1,0.8,2.2,5.8,0.5,-0.9,-4.5,6.4,15.2*,-8.8

# Continuation.
Compound	TCR CD3 inh	NPR2 activator	MBD2 inh	SIAE inh	HTRA1 inhibitor	rCAG RNA binder	TDP2 inh	PRMT1 FP inh	LEDGF integ inh	mABHD4 FP
Cc1cc(C)c(C#N)c(SCc2ccccc2C)n1	2.6	0.4	-4.4	2.3	-10.4	-1.7	-6.3	0.3	-0.9	9.3
O=C1CC2(CCN(C(=O)c3c(F)cccc3F)CC2)Oc2ccccc21	-5.2	-0.6	2.1	4.1	1.5	-5.9	-2.9	6.5	-0.2	8.8
CC(=O)NCc1cccc(CNC(C)=O)n1	6.1	2.2	0.0	0.3	-3.0	0.7	2.6	-1.9	0.8	1.7
O=C(c1ccc(S(=O)(=O)Nc2ccc(F)cc2)cc1)N1CCN(c2ccccn2)CC1	-1.0	-3.0	1.5	2.0	-4.9	-4.4	-1.3	0.2	3.7	-4.1
COc1ccc(C(=O)C[n+]2cccc(Br)c2)cc1	5.2	-0.6	0.9	1.8	5.5	-0.4	8.8	-2.7	9.5	3.5
CC1CCCCN1CCNC(=O)C1CCCN(c2ncnc3c2nc2n3CCCCC2)C1 (centres undefined)	-2.5	1.9	5.6	3.1	0.6	-4.3	-7.9	-1.5	0.5	-8.4
Cc1oc(-c2ccc(Cl)cc2)nc1CS(=O)CC(=O)NCCCN(C)C1CCCCC1 (centres undefined)	-1.7	0.3	2.3	4.2	-1.9	-1.4	9.0	-2.3	-3.1	6.4
Cc1cccc(NC(=O)c2ccc(Cl)c(S(=O)(=O)N3CCc4ccccc43)c2)n1	-5.9	0.9	11.0	-25.5	-54.6	7.1	0.0	5.8	-2.5	-9.9
Fc1ccc(C2=CC(c3cccs3)n3nnnc3N2)cc1 (centres undefined)	4.7	4.6	2.9	-1.3	-5.5	-1.9	0.0	2.3	-2.1	2.2
c1ccc(OCCOCCOc2ccccc2)cc1	-8.2	-3.9	-2.7	2.6	-7.8	-0.5	-1.5	0.7	1.9	-0.1
CC(C(=O)N1CCN(c2ccc(Cl)cc2)CC1)c1ncc(C(F)(F)F)cc1Cl (centres undefined)	1.5	1.7	3.5	-4.9	-4.8	-10.0	-7.0	-1.1	-0.9	0.6
CCOC(=O)c1ccc(NC(=O)C2CC(=O)N=C(N)S2)cc1 (centres undefined)	0.7	2.1	-5.2	-5.3	10.4	-1.3	4.8	-2.9	3.1	-4.9
Cc1ccc(N2C(=O)CC(Nc3cccc4ccccc34)C2=O)cc1 (centres undefined)	-3.8	-5.2	1.2	2.0	4.8	2.9	6.5	-4.6	0.9	3.0
Cc1ccc(C)c(N2CCN(C(=O)CCS(=O)(=O)c3ccc4c(c3)oc(=O)n4C)CC2)c1	4.7	-5.0	3.0	7.0	4.2	0.1	6.7	2.2	0.8	-0.1
COc1cc(C(=O)NC(C)c2ccc3ccccc3c2)cc(Cl)c1O (centres undefined)	-0.5	-5.2	3.0	0.7	5.3	7.5	6.3	0.0	-1.7	3.6
COc1ccc(NC(=O)NCc2ccco2)c(OC)c1	0.9	2.3	0.3	1.7	5.1	0.6	2.2	-1.9	-0.9	-3.1
CN(CCCNC(=O)CCC(=O)N1CCOc2ccccc21)Cc1ccccc1	1.0	-7.0	2.4	2.0	-1.4	-2.6	0.3	-3.5	0.1	1.7
CCOC(=O)c1ccc(N2N=C(C)/C(=C/C=C/c3ccco3)C2=O)cc1	3.0	-3.3	-3.6	10.5	6.9	8.9	3.6	0.6	10.3	5.1
Cc1ccc(NC(=O)Cc2nc(COC(=O)C(C)NS(=O)(=O)c3ccc(C)cc3)cs2)cc1 (centres undefined)	-1.8	-1.3	-0.5	-9.3	-5.0	16.8	-4.0	6.5	-3.4	30.0*
CSc1ccccc1NC(=O)CN(C)CC(=O)Nc1ccc(Cl)cc1[N+](=O)[O-]	0.7	-4.7	1.8	-1.8	0.0	-4.9	-2.1	-1.6	4.0	1.5
Cc1ccccc1N=C1Nc2ccccc2N[C@]12C[C@H]1CCC(=O)N3CC[C@@H](C2)[C@@H]13	-3.5	-10.2	-1.8	17.8*	5.1	-0.9	4.7	-2.7	1.3	8.0
COC(C[C@@H](O)CC(=O)[C@@H](C)OCc1ccccc1)OC	-4.1	1.4	3.2	-1.8	-1.2	4.3	1.8	2.1	0.0	-2.3
CCNC(=O)C1(C)CCCN(Cc2cccc3c2OCCO3)C1 (centres undefined)	3.7	-4.7	-0.9	-0.9	x	-0.5	-2.3	-3.2	2.7	-4.9
